# Screening results: PubChem, The Scripps Research Institute Molecular Screening Center
# SIAE inh – blocks human sialic acid acetylesterase. Q9HAT2. SIAE FP-Rh probe binding, fluorescence polarization. inhibition, % at 9.66 µM. 370,000 compounds, 0.69% hits. AID 1053197;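 active means inhibition above a cutoff: mean of compounds within the control limits plus 3 SD of those, cut at about 17% in these data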;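 further: 0% = plate median of compound wells and 100% = probe without SIAE protein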
# Target sequence (Q9HAT2 whole entry, looked up): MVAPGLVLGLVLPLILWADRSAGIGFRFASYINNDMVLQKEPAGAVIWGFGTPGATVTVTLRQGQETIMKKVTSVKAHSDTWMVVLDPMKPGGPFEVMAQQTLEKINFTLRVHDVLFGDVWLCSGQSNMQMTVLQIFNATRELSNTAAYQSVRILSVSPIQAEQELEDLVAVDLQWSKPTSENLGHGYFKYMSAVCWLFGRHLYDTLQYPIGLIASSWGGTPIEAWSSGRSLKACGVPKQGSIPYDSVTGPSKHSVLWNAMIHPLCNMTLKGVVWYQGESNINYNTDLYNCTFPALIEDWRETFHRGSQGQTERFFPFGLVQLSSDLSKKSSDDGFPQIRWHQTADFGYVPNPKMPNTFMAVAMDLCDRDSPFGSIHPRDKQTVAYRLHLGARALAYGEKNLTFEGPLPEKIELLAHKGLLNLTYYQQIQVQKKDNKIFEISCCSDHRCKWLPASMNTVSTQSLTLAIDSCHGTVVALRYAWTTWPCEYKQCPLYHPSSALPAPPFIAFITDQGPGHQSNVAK
# TCR-CD3 inh – blocks the human TCR-CD3 interaction. TAMRA-labeled TCR probe fluorescence, biochemical. inhibition, % at 9.4 µM. 360,000 compounds, 0.37% hits; in the data active means inhibition above about 19%;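 further: recombinant mutant TCR 2C K166C tagged with TAMRA read by polarization; 0% = receptor in buffer alone and 100% = receptor with positive control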
# PRMT1 FP inh – blocks human protein arginine methyltransferase 1 | Q99873 | 370,000 compounds, 1.3% hits | inhibition, % at 2.79 µM | recombinant PRMT1, activity-based probe fluorescence polarization | AID 652257;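 active means inhibition above about 21% made by adding two undisclosed values, limit read from the data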
# MBD2 DNA inh – blocks human MBD2 binding to methylated DNA; 370,000 compounds, 0.31% hits; inhibition, % at 4.4 µM; TR-FRET, MBD2 binding to methylated oligonucleotide; Q9UBB5; AID 686964; in the data active means inhibition above about 13%
# LEDGF integ inh – blocks HIV-1 LEDGF/p75-dependent DNA integration | AID 743269 | 370,000 compounds, 0.64% hits | TR-FRET IN-LEDGF/p75 DNA integration, Eu/Cy5 | inhibition, % at 3.7 µM;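 active means inhibition above the screen-wide mean plus 3 SD, cut at about 13% in these data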;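 further: signal is the Cy5 over europium emission ratio at 671 and 618 nm; 0% = plate median of compound wells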
# proKLK7 act – activators of human kallikrein-7 zymogen; purified proKLK7, EDANS-DABCYL substrate fluorescence; 100% is mature enzyme control, 0% vehicle; 370,000 compounds, 0.9% hits; P49862; activation, % at 7 µM;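 active means activation above the mean of all tested compounds plus 3 SD, computed per campaign excluding outliers beyond control limits, cut at about 13% in these data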
# Tn6 DDE FP – DD(E)-Tn6 binding inhibition, primary FP screen | P02675 | Fibrin DD(E) TRITC-Tn6 fluorescence polarization displacement | inhibition, % at 8.3 µM | 370,000 compounds, 0.21% hits | AID 720509;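 active means inhibition above a per-campaign cutoff: mean of compounds within control limits plus 3 SD, cut at about 15% in these data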;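 further: 0% = median of all compound wells on the plate and 100% = blocking peptide control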
# DDE Tn7 FP inh – DD(E)-Tn7 binding inhibition, primary FP screen; P02675; FP displacement of FITC-Tn7 peptide from fibrin DD(E); 0% = median of compound wells per plate; inhibition, % at 8.3 µM; 370,000 compounds, 0.13% hits; AID 720508;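 active means inhibition above the mean of compounds falling within the control limits plus 3 SD of them, cut at about 14% in these data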;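 further: 0% = plate median of compound wells and 100% = 10 µM Aha-Tn7 peptide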
#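 Also added: labelled Tn7 tracer, 0.1 µM; Assay system: human fibrin DD(E) protein; Amount: 2 µM fibrin DD(E); Schedule: 10 min compound pre-incubation, 3 h probe incubation at room temperature; Repeats: one replicate per compound; Read-out basis: percent inhibition; Measured by: fluorescence polarization of the labelled Tn7 tracer.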
# TDP2 absorb – TDP2 (human) inhibition, absorbance primary screen. recombinant TDP2, T5PNP hydrolysis, p-nitrophenol absorbance 415 nm. inhibition, % at 12.8 µM. 370,000 compounds, 0.34% hits;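 active means inhibition above the mean of all tested compounds plus 3 SD, set per campaign, cut at about 25% in these data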;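 further: 0% = DMSO with enzyme and 100% = buffer with substrate but no TDP2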
# Target sequence (O95551 whole entry, looked up): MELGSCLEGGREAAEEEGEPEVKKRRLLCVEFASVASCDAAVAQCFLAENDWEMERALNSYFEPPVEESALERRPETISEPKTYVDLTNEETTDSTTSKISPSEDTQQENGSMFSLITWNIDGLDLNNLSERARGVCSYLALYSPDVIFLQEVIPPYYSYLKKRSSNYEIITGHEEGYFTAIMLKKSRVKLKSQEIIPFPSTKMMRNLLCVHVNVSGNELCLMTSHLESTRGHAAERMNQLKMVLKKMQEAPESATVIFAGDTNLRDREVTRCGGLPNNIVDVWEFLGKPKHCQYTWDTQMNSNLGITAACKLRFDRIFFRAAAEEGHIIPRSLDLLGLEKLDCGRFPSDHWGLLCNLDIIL
#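 Assay system: Recombinant human TDP2 | Quantity: 120 nM TDP2 per well | Incubation: 2 h at 37 °C | Signal: Epi absorbance | Evaluation: Percent inhibition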
# UHRF1 binding – blocks human UHRF1 binding to methylated DNA; Q96T88; inhibition, % at 4.4 µM; 370,000 compounds, 0.75% hits; AID 687016; UHRF1 binding to methylated oligo, TR-FRET; in the data active means inhibition above about 21%;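 further: UHRF1 SRA domain binding a hemimethylated CpG hairpin DNA probe; 0% = median of test compound wells and 100% = reference inhibitor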
# Active calls of the source: *; . = not tested or not shown.
mol	SIAE inh	TCR-CD3 inh	PRMT1 FP inh	MBD2 DNA inh	LEDGF integ inh	proKLK7 act	Tn6 DDE FP	DDE Tn7 FP inh	TDP2 absorb	UHRF1 binding
CCC1CN(C(=O)N2CCC(C(=O)NCCc3ccccc3OC)CC2)c2ccccc2O1 (stereo not drawn)	0.4	-4.2	-0.2	5.4	-5.3	0.3	0.6	1.6	-4.5	3.9
CS(=O)(=O)Nc1ccc(-c2cnc3cccnn23)cc1	0.0	-3.3	9.6	6.2	-2.9	76.2*	-4.6	7.3	0.2	2.5
Cc1ccc(N2C(N)=C(C#N)C(c3cccnc3)C3=C2CC(C)(C)CC3=O)cc1 (stereo not drawn)	1.5	0.7	0.9	0.6	-2.7	0.4	-0.9	0.5	9.1	0.1
CCOC(=O)c1c(NC(=O)COC(=O)CCOc2cc(C)ccc2C)sc(C(=O)N(C)C)c1C	4.8	-1.1	-4.1	-1.4	-0.3	-0.1	4.8	-9.0	-4.5	-0.9
CC1=C(C(=O)Nc2cccnc2)C(c2ccncc2)n2nnnc2N1 (stereo not drawn)	2.6	-5.7	0.9	0.1	-1.1	-0.2	6.2	-5.3	2.4	2.1
CCc1nn(C(C)C(=O)NCCN2CCN(c3cccc(C)c3C)CC2)c(=O)c2cc3occc3n12 (stereo not drawn)	2.8	-2.6	-2.9	3.0	-2.6	-0.2	1.3	4.6	-3.9	2.8
CO[C@H]1C=CO[C@@]2(C)Oc3c(C)c(O)c4c(O)c(c(C=NN5CCN(C)CC5)c(O)c4c3C2=O)NC(=O)C(C)=CC=C[C@H](C)[C@H](O)[C@@H](C)[C@@H](O)[C@@H](C)[C@H](OC(C)=O)[C@@H]1C	9.6	-6.0	8.3	-12.1	11.3	0.3	-2.3	-5.4	-3.6	-9.7
COc1ccc(-c2csc(C(C)(O)c3ccccc3)n2)cc1 (stereo not drawn)	1.6	-5.3	-0.4	-2.4	3.5	-0.5	-5.2	-3.0	1.8	-0.6
O=C(Cc1ccccc1)N1O[C@H]2C=C[C@@H]1C2	9.8	4.7	-5.0	-2.8	-1.4	-0.2	2.9	0.5	8.7	-0.7
O=S(=O)(Nc1nc2ccccc2nc1Cl)c1ccc(Br)cc1	2.2	9.0	-0.5	-10.5	0.5	1.2	6.2	7.1	2.4	-0.1
O=C(NCc1ccc(F)cc1)C1CCC(CNS(=O)(=O)c2ccccc2)CC1 (stereo not drawn)	-6.2	-2.4	2.3	3.1	-3.0	-0.2	-8.8	-0.2	9.5	2.2
Cn1cc(S(=O)(=O)N2CCCC2)cc1C(=O)NCc1ccccc1	-1.1	-2.0	5.0	0.8	-2.1	-0.4	-3.4	13.1	-6.2	0.2
Cc1ccc(C)c(NS(=O)(=O)c2ccc(-c3cnc(C4CC4)o3)cc2)c1	-12.6	-0.5	5.3	-3.2	-1.2	0.1	-3.6	0.5	4.5	1.4
O=C(CCc1ccccc1)N[C@H]1[C@H](OC(=O)c2ccco2)CCC[C@]12C(=O)N(Cc1ccccc1)c1ccccc12	3.5	.	1.8	-3.7	-3.3	-0.5	-0.6	-1.5	-2.0	-1.2
CCCc1cc(-c2ccc3c(c2)COc2c4ccccc4nn2-3)on1	3.7	-5.4	2.5	0.3	0.2	-1.0	-3.1	5.4	7.8	-1.2

# Single entries from the results shown:
# CCC1CN(C(=O)N2CCC(C(=O)NCCc3ccccc3OC)CC2)c2ccccc2O1 (stereo not drawn) in PRMT1 FP inh reads -0.2
# CO[C@H]1C=CO[C@@]2(C)Oc3c(C)c(O)c4c(O)c(c(C=NN5CCN(C)CC5)c(O)c4c3C2=O)NC(=O)C(C)=CC=C[C@H](C)[C@H](O)[C@@H](C)[C@@H](O)[C@@H](C)[C@H](OC(C)=O)[C@@H]1C in LEDGF integ inh reads 11.3
# CCCc1cc(-c2ccc3c(c2)COc2c4ccccc4nn2-3)on1 in LEDGF integ inh reads 0.2

# Structures listed so far marked active in proKLK7 act.
mol	SIAE inh	TCR-CD3 inh	PRMT1 FP inh	MBD2 DNA inh	LEDGF integ inh	proKLK7 act	Tn6 DDE FP	DDE Tn7 FP inh	TDP2 absorb	UHRF1 binding
CS(=O)(=O)Nc1ccc(-c2cnc3cccnn23)cc1	0.0	-3.3	9.6	6.2	-2.9	76.2*	-4.6	7.3	0.2	2.5

# (listing goes on)
mol	SIAE inh	TCR-CD3 inh	PRMT1 FP inh	MBD2 DNA inh	LEDGF integ inh	proKLK7 act	Tn6 DDE FP	DDE Tn7 FP inh	TDP2 absorb	UHRF1 binding
COC(=O)[C@]12C[C@H](CC(=O)NCc3cccc4ccccc34)C(=O)N(Cc3cccc4ccccc34)C1=C[C@H](C(C)(C)C)O[C@@H]2C	-1.9	.	1.0	4.9	5.1	-0.5	-6.1	-6.4	-4.2	2.3
O=C(Oc1ccccc1)n1c(=S)oc2ccccc21	5.9	1.6	-1.6	6.7	-3.5	-1.1	7.6	8.2	4.9	3.1
CC(C)c1ccc(NC(=O)CCC(=O)NCc2ccco2)cc1	-4.7	-6.5	1.7	-2.1	0.7	0.0	-1.1	0.7	2.6	0.9
O=C1N=C(N2CCOCC2)SC1=Cc1ccco1	1.6	-2.1	18.0	-5.4	10.8	-0.5	6.6	-1.7	6.1	-4.2
CCn1cc(-c2cc(C(=O)O)c3ccccc3n2)c(C)n1	10.8	1.1	0.3	-1.4	0.2	5.6	0.0	0.9	-1.9	-0.8
Cc1cc(C(=O)NC2CC(C)(C)Cc3c2cnn3-c2cccc(F)c2)nn1C (stereo not drawn)	0.0	-12.0	1.6	1.6	-5.6	0.1	-5.2	3.1	2.5	1.4
N#CC1(Nc2ccc3c4c(cccc24)CC3)CCCCC1	7.8	10.6	50.2*	-5.5	4.4	-3.9	0.3	-9.7	-9.7	-4.2
CCCNC(=O)COC(=O)c1n[nH]c2ccccc12	-2.7	-4.5	1.5	4.1	-3.1	0.3	-0.4	1.0	12.2	3.0
CSc1nc2ccccc2n1C(=O)NC1CCCCC1	-3.1	4.9	-1.4	1.3	-0.5	0.5	5.5	2.3	-1.7	-2.6
NC(=O)[C@@H]1CC2(CC(c3cccc(NC(=O)[C@@H]4CCC(=O)N4)c3)=NO2)CN1C(=O)Cc1ccc([N+](=O)[O-])cc1 (stereo partly drawn)	1.6	7.0	2.7	-7.0	-1.9	0.7	-6.1	0.4	3.5	-1.5
O=C(Nc1ccc2c(c1)OCCO2)N1CCOCC1	-1.4	6.4	-5.9	3.8	1.5	-0.2	-7.6	-7.3	-12.0	-3.7
COC(=O)c1ccccc1NC(=O)CSc1nnc(-c2ccc(OC)cc2)n1C	-12.0	-2.6	-0.5	1.1	0.1	-0.5	-2.0	-1.0	-9.2	-2.2
CCCNC(=O)COC(=O)C1CCN(S(=O)(=O)c2ccc3c(c2)OCCO3)CC1	-0.7	1.2	3.0	4.4	-1.9	0.5	-3.1	-1.2	7.0	-0.9
c1ccc(CN2CN=C(Nc3nc4ccccc4s3)NC2)cc1	5.5	4.2	-1.2	-3.7	2.6	0.2	-2.7	-2.9	0.3	0.2
O=C(NCc1ccccn1)c1ccc(CNS(=O)(=O)c2ccc(F)cc2)cc1	0.9	-0.8	1.7	0.5	-4.7	-0.8	7.3	4.2	-2.4	1.9
COc1ccc(S(=O)(=O)N2CCN(C)CC2)c2ccccc12	-5.8	2.9	7.5	-0.3	-1.9	0.3	-4.0	-6.8	-7.2	0.9
O=C(O)CC(C(=O)Nc1ccc(Cl)cc1Cl)C1CCCO1 (stereo not drawn)	3.4	4.6	-4.1	0.4	1.2	-0.4	-0.5	0.9	7.3	-0.3
NCCCC[C@@H]1NC(=O)c2cc([N+](=O)[O-])cc(I)c2SC[C@@H](C(N)=O)NC(=O)[C@H](CCC(N)=O)NC1=O	2.3	6.1	-0.8	10.2	1.9	-0.2	-2.5	-1.3	3.0	17.0
Cc1ccc(Nc2c(-c3ccc(N4CCOCC4)cc3)nc3ncccn23)cc1C	3.0	6.5	-2.8	1.6	-3.5	1.0	-4.7	0.5	-3.3	0.3
c1ccc(C[n+]2ccc3ccccc3c2)cc1	5.7	6.2	-1.8	-7.0	-0.2	-0.4	-5.2	2.1	13.7	-3.1
COc1ccc(/C(N)=N/OC(=O)c2ccc3ccccc3c2)cc1OC	-5.2	-0.1	-1.7	-0.2	-1.5	-0.3	3.7	2.5	-5.2	-0.7
O=C1CN(S(=O)(=O)c2cc(C(=O)O)ccc2Cl)c2ccccc2N1	2.8	3.7	1.9	0.6	2.0	3.0	2.6	-2.8	-0.3	-0.9
O=C(NCc1ccccc1)Nc1cccn(Cc2c(F)cccc2Cl)c1=O	2.8	1.9	-2.3	0.7	0.4	-0.2	0.6	-1.2	-4.0	-2.0
CC(C)(C)OC(=O)N1CCN(C(=O)Nc2ccc3c(c2)OCCO3)CC1	18.2*	-4.6	-3.4	1.3	0.7	0.5	-4.8	2.8	7.4	-1.7
Cn1ncc(Br)c1C(=O)Nc1ccc(F)cc1F	1.4	6.5	0.1	-2.3	0.9	0.0	2.0	-3.0	3.3	-0.5
COc1ccc(Cl)cc1N(CC(=O)Nc1ccccc1SC)S(C)(=O)=O	0.7	-9.1	-4.3	-2.9	7.3	-0.8	5.1	3.7	-16.8	3.1
CCc1ccc(C(=O)CSc2n[nH]c(-c3ccncc3)n2)cc1	7.5	2.9	-2.5	-0.1	-0.9	0.7	3.2	8.6	-3.7	1.3
O=C(Nc1ccc(-c2nc3ccccc3[nH]2)cc1)c1cccc(N2C(=O)CCC2=O)c1	-14.5	0.9	-3.2	-5.2	-1.1	127.0*	-5.2	-7.7	-5.0	-0.6
COCn1ccnc1C(=O)c1ccco1	1.1	-1.8	0.0	0.1	-1.0	0.3	0.5	-2.5	-1.8	0.7
CC1CC1C(=O)Nc1ccc(-c2ccccc2)cc1 (stereo not drawn)	10.1	-9.1	-2.1	-5.9	0.7	0.6	-5.5	4.2	2.9	-3.7
Cc1cc(=O)[nH]c(NCc2ccccc2)n1	-1.7	-8.0	0.8	-0.1	-7.0	0.0	7.8	1.4	-9.1	5.0
COc1ccc2[nH]c(C(=O)NCc3ccc4c(c3)OCO4)cc2c1	-0.9	-14.9	3.3	4.5	-1.6	0.7	-1.3	-4.2	-4.2	1.9
COc1ccc(S(=O)(=O)N(C)CC(=O)N2CCCCC2)cc1Cl	-3.3	-0.5	-1.7	-3.7	-0.5	1.1	9.3	4.0	-0.3	0.4
O=S(=O)(c1cccc(-c2nnco2)c1)N1CCOCC1	0.4	1.3	-0.5	-7.8	-2.5	-0.1	-3.1	10.1	12.5	0.5
CC12CCC(C)(c3nc4ccccc4nc31)C2(C)C	-2.5	0.4	-1.6	-2.1	0.8	-0.6	-4.0	4.0	1.9	1.1
CC1CN(CCCCOc2cccc(Oc3ccccc3)c2)CC(C)O1 (stereo not drawn)	2.4	-5.0	-0.7	5.0	-1.9	0.3	-6.3	-1.6	15.4	-2.9
COCC(=O)Nc1ccc(S(=O)(=O)NCCc2ccccc2)cc1	11.5	9.0	-3.3	1.4	1.5	-0.5	1.1	-4.3	2.4	-0.5
CCCCOc1cccc(C2C(C(=O)c3cccs3)=C(O)C(=O)N2Cc2cccnc2)c1 (stereo not drawn)	-1.6	-0.8	-0.8	4.3	-0.8	0.4	-3.3	2.1	11.0	-1.0
